# B2AR arrestin – recruits beta-arrestin to the human beta2-adrenergic receptor; beta-arrestin recruitment to beta2AR, cell-based reporter; Potency, µM (doses to about 46.1 µM), without a hit: at the top dose activation, usual class: activators; 330,000 tested, 0.02% active; AID 492947;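 also: potency is read from the fitted curve at half-maximal effect; 0% = DMSO controls and full agonism = EC100 isoproterenol or metaproterenol; nearly all actives have a fitted effect of over 65% in size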
# a7 integrin act – activators of alpha7 integrin expression for muscular dystrophy; alpha7betagal myoblasts, beta-gal FDG fluorescence, 48 h; Potency, µM (titrated, usually from 38.3 µM), for inactives: at the top dose activation, most hits filed as activators; 350,000 tested, 0.064% active; AID 624291;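 also: potency is read from the fitted curve at half-maximal effect; 100% = response of the positive control SU9516; nearly all actives have a fitted effect of over 60% in size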
#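 alpha7betagal+/- myoblasts (passage 13, 250/well) treated 48 h at 37C with compounds at 1:260 dilution of DMSO stock. Lysed, then beta-galactosidase activity read as FDG fluorescence (ex 480/em 540) after 30 min, with pre-read for autofluorescence.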
# ELG1 genotox – inducers of genotoxicity in HEK293T ELG1-luciferase cells. 330,000 tested, 1.3% active. HEK293T ELG1-luciferase reporter, luminescence, 16 h. Potency, µM (titrated, usually from 46 µM), for inactives: top-dose activity change, positive = activation, hits mostly activators; also: potency is read from the fitted curve at half-maximal effect; % of control where 0% means no effect; nearly all actives have a fitted effect of over 60% in size
#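 ELG1-luciferase HEK293T cells, 2,000/well; compound pinned in; 16 hr, 37 °C, 5% CO2; ONE-Glo, 30 min RT; luminescence on CCD imager.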
# BRCA1 expr act – increases BRCA1 expression; Potency, µM (doses to about 46.1 µM), inactives show top-dose activation, usual class: activators; AID 624202; 380,000 tested, 1.1% active; MCF7-BRCA1-FFLuc reporter, luminescence, 48 h; response scale: scaled: vehicle 0%, 10 µM genistein 100%; also: potency is read from the fitted curve at half-maximal effect; nearly all actives have a fitted effect of over 80% in size; some results filed as inactive show a strong effect at the top dose
#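 Activators of BRCA1 expression were detected as increased firefly luciferase luminescence in engineered MCF7 cells after 48 h compound incubation. Signals were scaled to genistein 10 microM as full activation.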
# uPA surface inh – blocks generation of uPA at the cell surface; cell surface uPA generation assay, qHTS; Potency, µM (top dose mostly 38.3 µM), for inactives: at the highest dose activity change, negative = inhibition, actives largely listed as inhibitors; 330,000 tested, 0.31% active; active = well fitted inhibition curve with a large enough effect; inconclusive = small, poorly fitted or top-dose-only effect; inactive = no such curve, though single readings can be large or run the other way; tested in mouse RAW 264.7 cells; also: potency is read from the fitted curve at half-maximal effect; % is scaled to controls: 0 for no effect and ±100 for the full control effect; nearly all actives have a fitted effect of over 55% in size
# TSG101-PTAP inh – blocks PTAP/TSG101 interaction to inhibit HIV-1 budding; Q99816; Fluorescence polarization, FITC-PTAP peptide / Tsg101 binding; Potency, µM (titrated, usually from 115 µM), inactives show at the top dose activity change, negative = inhibition, actives largely listed as inhibitors; 340,000 tested, under 10 active; AID 493005; active = well fitted inhibition curve with a large enough effect in the main read-out, with a control signal flat, not every such curve was filed as active; inconclusive = small, poorly fitted or top-dose-only effect, or effect the other way, or a change in a side signal; inactive = no such curve, though single readings can be large or run the other way; also: potency is read from the fitted curve at half-maximal effect; % of control where 0% means no effect
#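 Fluorescence polarization binding of Tsg101 binding domain (10 uM final) to FITC-labeled PTAP peptide (50 nM final) in HEPES pH 7.5 buffer with NaCl, Tween 20, EDTA, TCEP. Compounds added before peptide; binding 20 min at RT.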
# p53 reactivation – re-activators of mutant p53; H1299 p53-A138V BP100-luciferase reporter, luminescence, 24 h; Potency, µM (highest dose often 92.2 µM), for the others: at the highest dose activity change, positive = activation, hits mostly activators; 320,000 tested, 0.063% active; AID 504706; also: potency is read from the fitted curve at half-maximal effect; % of control where 0% means no effect; nearly all actives have a fitted effect of over 45% in size
#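 H1299 (p53-null), stable ts p53-A138V + BP100-Luc; 1000 cells/well, Opti-MEM/10% FBS; cpd 4 pt, 1:5; 24 h, 37 deg C, 5% CO2; detection reagent 10 min RT; luminescence.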
# Eya2 phos inh – inhibitors of human Eya2 phosphatase activity | O00167 | recombinant Eya2, OMFP fluorescence dephosphorylation (OMFP is methylfluorescein phosphate) | Potency, µM (top dose mostly 76.9 µM), without a hit: at the top dose activity, negative = inhibition, hits mostly inhibitors | 330,000 tested, 0.006% active | AID 488837; also: potency is read from the fitted curve at half-maximal effect; % is scaled to controls: 0 for no effect and ±100 for the full control effect
#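 Eya2 (0.2 uM) preincubated 10 min at ambient with compound, then OMFP substrate added at 50 uM; 10 min reaction in 50 mM HEPES pH 7.5, 50 mM NaCl, 5 uM MgCl2, 0.05% BSA, 1 mM DTT. Fluorescence read at Ex 485/Em 525 nm.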
# USP2a block – USP2a (human) protease inhibition; USP2 core, Ub-CHOP2 coupled fluorogenic reporter, 485/531; 330,000 tested, 0.01% active; AID 463254; O75604; Potency, µM (doses to about 38.3 µM), inactives show at the highest dose activity change, negative = inhibition, most hits filed as inhibitors;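 also: potency is read from the fitted curve at half-maximal effect; plate controls were DMSO wells for no effect and full inhibition by NEM control for full effect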
#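 USP2 core (10nM final) preincubated 30min RT with compound in 20mM Tris-HCl pH 8.0, 2mM CaCl2, 2mM beta-mercaptoethanol, 0.05% CHAPS; 25nM Ub-CHOP2 plus 25nM reporter substrate added, fluorescence (Ex485/Em531) read after 60min.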
# ASM inhibitor – human S-ASM enzyme inhibition; placental ASM, HMU-PC fluorogenic substrate, 60 min; Potency, µM (series often up to 57.5 µM), inactives show at the highest dose activity change, negative = inhibition, usual class: inhibitors; P17405; 340,000 tested, 0.006% active; AID 504937; also: potency is read from the fitted curve at half-maximal effect
#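 Fluorescence read-out (Ex 386 nm, Em 447 nm) after stopping the reaction at pH 10. Enzyme: ASM from human placenta; substrate HMU-PC0, 9 uM final; 60 min, 37 °C. Compound preincubation 10 min, ambient temperature.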
# TRPV1 agonist – human TRPV1 agonism; Q8NER1; TRPV1-expressing cells, Fluo-8 calcium influx, agonist mode; activation, % at 8.33 µM; 320,000 tested, 0.19% active; AID 540275; in the data active = activation above about 80%; inconclusive = between about 30% and that limit; also: 0% is about no effect
# Target sequence (Q8NER1 whole entry, looked up): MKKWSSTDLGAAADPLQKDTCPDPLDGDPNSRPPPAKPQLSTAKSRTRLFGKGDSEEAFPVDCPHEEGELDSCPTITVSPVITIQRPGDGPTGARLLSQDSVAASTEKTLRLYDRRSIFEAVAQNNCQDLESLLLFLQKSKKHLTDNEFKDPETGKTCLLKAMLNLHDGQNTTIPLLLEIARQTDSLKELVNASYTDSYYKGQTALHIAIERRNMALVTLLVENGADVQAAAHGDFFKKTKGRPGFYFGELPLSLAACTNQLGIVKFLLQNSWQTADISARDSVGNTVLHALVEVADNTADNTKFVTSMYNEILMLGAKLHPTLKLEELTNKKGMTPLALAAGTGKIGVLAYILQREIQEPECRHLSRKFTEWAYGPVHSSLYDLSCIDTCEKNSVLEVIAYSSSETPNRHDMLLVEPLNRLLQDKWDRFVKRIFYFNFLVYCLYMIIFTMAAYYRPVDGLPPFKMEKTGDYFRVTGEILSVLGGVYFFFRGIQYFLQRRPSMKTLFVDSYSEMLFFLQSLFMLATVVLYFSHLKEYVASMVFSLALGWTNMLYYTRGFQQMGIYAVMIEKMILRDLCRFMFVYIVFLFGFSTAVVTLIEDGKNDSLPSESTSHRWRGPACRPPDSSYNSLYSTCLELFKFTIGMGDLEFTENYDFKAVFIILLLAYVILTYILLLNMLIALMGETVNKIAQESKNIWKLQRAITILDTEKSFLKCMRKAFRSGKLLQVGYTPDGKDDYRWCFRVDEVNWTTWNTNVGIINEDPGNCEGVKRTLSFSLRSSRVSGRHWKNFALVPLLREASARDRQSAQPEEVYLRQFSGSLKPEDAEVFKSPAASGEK
#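 Cells expressing TRPV1 were dye-loaded with Fluo-8 and read kinetically: 10 s baseline, 3 min after compound (agonist portion), then 2 min after EC20 capsaicin (allosteric enhancer portion). Calcium-bound dye fluorescence at 480/520 nm.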
# Starred values were filed as active, the others as inactive; u = inconclusive; x = not tested or not shown; [ ] = dose if it differs, or a comment. Unless noted, calls follow the shape of the dose curve; as a rule, active = well fitted curve in the direction sought with a large enough effect; inconclusive = small, poorly fitted or top-dose-only effect, or another doubt; inactive = no such curve, though single readings can be large; an effect the other way counts as inactive or inconclusive.
compound	uPA surface inh	a7 integrin act	BRCA1 expr act	p53 reactivation	TRPV1 agonist	TSG101-PTAP inh	ELG1 genotox	ASM inhibitor	USP2a block	Eya2 phos inh	B2AR arrestin
Cc1cc(C)c2c(CC(=O)Nc3ccc(Cl)cn3)coc2c1	12%	6%	-20%	-3%	2	2%	-4%	-12%	0%	3%	-0.1%
CCS(=O)(=O)c1ccc2oc(Nc3ccccc3Cl)nc2c1	-7%	-4%	u	u	-3	-5%	5.2µM*	-1%	-1%	14%	-1.0%
O=C(CN1C(=O)c2ccccc2S1(=O)=O)N1CCN(c2ccccc2F)CC1	3%	-1%	-2%	1%	-1	-2%	0%	-2%	-2%	3%	0.3%
Cc1cc(NC(=O)COC(=O)CNS(=O)(=O)c2c(F)cc(F)cc2Br)no1	0%	-22%	-16%	-1%	x	-4%	-2%	-6%	2%	2%	-0.9%
CSc1nc(N)c2c(n1)OC(N)=C(C#N)C2c1cccnc1 (configuration not stated)	3%	38%	2%	-3%	-1	-4%	6%	1%	9%	-5%	0.2%
CC1(C)CC(N(Cc2ccccc2)C(=O)Cc2ccccc2)CCO1 (configuration not stated)	-8%	-9%	-2%	-2%	3	0%	-2%	1%	1%	-3%	0.1%
CSCC[C@H](NC(=O)OC(C)(C)C)C(=O)NCC1CCC(C(=O)O)CC1 (some centres not stated)	3%	1%	12%	2%	0	0%	0%	6%	2%	-3%	-2.2%
Cc1ccc(S(=O)(=O)Nc2ccc(Cl)cc2)cc1NC(=O)c1cc2c(s1)CCCC2	1%	2%	-47%	29%	-3	0%	-3%	-16%	-8%	7%	3.3%
Cc1ccccc1Nc1c(-c2ccc(N3CCOCC3)cc2)nc2ncccn12	u	13%	7%	1%	1	1%	-6%	-5%	2%	-1%	-0.2%
Cc1ccc(S(=O)(=O)Nc2ccccc2C(=O)N2CCCC2)cc1	5%	9%	-21%	-23%	-7	x	2%	2%	0%	2%	-0.1%
CC(=O)c1ccc(Sc2ccccc2N)c([N+](=O)[O-])c1	16%	-38%	-4%	6%	18	-1%	-6%	5%	3%	-10%	-0.2%
Cc1noc(C)c1NC(=O)Nc1ccc2c(c1)CC(=O)N([C@@H](C)CO)C[C@@H](C)[C@@H](CN(C)C(=O)Nc1cccc3ccccc13)O2	-6%	1%	4%	-3%	x	-2%	-1%	-6%	3%	1%	-0.1%
COc1cc(/C=N/NC(=S)NCCN2CCOCC2)ccc1O	2%	-11%	-9%	3%	-2	-3%	1%	332%[activator]	4%	3%	-0.9%
COc1ccccc1/C=C(\NC(=O)c1ccc(OC)c(OC)c1)C(=O)Nc1cc([N+](=O)[O-])ccc1C	-3%	15%	-29%	-11%	2	-10%	2%	-1%	1%	3%	-0.6%
CCOc1ccc(CCNC(=O)COC(=O)c2cc(=O)[nH]c3ccccc23)cc1OCC	-6%	-17%	-6%	1%	-2	0%	-2%	3%	3%	-10%	0.0%
CC(=O)Nc1ccc(C(=O)NC2CCSc3ccccc32)cc1 (configuration not stated)	-1%	-7%	4%	-12%	2	-6%	14%	1%	0%	4%	-0.1%
CCOCC(=O)Nc1cccc(OC)c1	4%	-10%	79%	u	0	-5%	9%	10%	0%	-2%	-0.5%
O=C(COc1ccccc1Cl)N1N=C(c2cccs2)CC1c1ccco1 (configuration not stated)	u	-51%[inhibitor]	37%	5%	17	-1%	-1%	0%	-8%	16%	-2.7%
COc1cccc(-n2cc(CNC(=O)C3CCC(=O)N(C4CC4)C3)cn2)c1 (configuration not stated)	0%	28%	1%	0%	0	-8%	0%	-2%	1%	-10%	-0.3%
CCN(CC)C(=O)CSc1nc2ccccc2c(=O)n1CCC(=O)NCCc1ccc(OC)c(OC)c1	8%	13%	-11%	-1%	0	1%	-17%	-3%	1%	12%	-1.0%

# Record cards, from the list above:
# Results for `COc1cccc(-n2cc(CNC(=O)C3CCC(=O)N(C4CC4)C3)cn2)c1` (configuration not stated) → uPA surface inh: 0%; a7 integrin act: 28%; BRCA1 expr act: 1%; p53 reactivation: 0%; TRPV1 agonist: 0; TSG101-PTAP inh: -8%; ELG1 genotox: 0%; ASM inhibitor: -2%; USP2a block: 1%; Eya2 phos inh: -10%; B2AR arrestin: -0.3%
# Results for `Cc1ccc(S(=O)(=O)Nc2ccc(Cl)cc2)cc1NC(=O)c1cc2c(s1)CCCC2` → uPA surface inh: 1%; a7 integrin act: 2%; BRCA1 expr act: -47%; p53 reactivation: 29%; TRPV1 agonist: -3; TSG101-PTAP inh: 0%; ELG1 genotox: -3%; ASM inhibitor: -16%; USP2a block: -8%; Eya2 phos inh: 7%; B2AR arrestin: 3.3%

# Other entries follow:
compound	uPA surface inh	a7 integrin act	BRCA1 expr act	p53 reactivation	TRPV1 agonist	TSG101-PTAP inh	ELG1 genotox	ASM inhibitor	USP2a block	Eya2 phos inh	B2AR arrestin
CNC(=O)c1c(NC(=O)c2nc3ccccc3s2)sc2c1CCC2	x	x	x	u	-1	x	4.6µM*	x	-2%	3%	-0.4%
O=S(=O)(c1ccc(F)cc1)N1CCCC1	2%	-2%	17%	x	-1	-1%	0%	3%	0%	12%	-0.3%
CCCN1CCC(NC(=O)CC2C(=O)NCCN2Cc2cccc(OC)c2)CC1 (configuration not stated)	8%	38%	0%	3%	-6	-8%	1%	1%	2%	0%	-0.7%
CC(C)(C)NC(=O)c1ccc(COc2ccccc2Br)o1	-6%	-6%	4%	1%	7	-1%	-8%	-3%	-1%	-6%	0.4%
CCS(=O)(=O)Nc1ccc(C2=NN(C(=O)c3ccco3)C(c3cccs3)C2)cc1 (configuration not stated)	-6%	-33%[inhibitor]	-64%	-34%[inhibitor]	13	-2%	-16%	-3%	0%	-20%	0.0%
O=C(O)c1cccc2c1-c1ccccc1/C2=N\Nc1ccccc1	2%	-21%	u	9%	2	-3%	12%	-2%	1%	-13%	-0.6%
CCCCn1c(=S)[nH]c2ccccc2c1=O	2%	-21%	-3%	-5%	26	-1%	-1%	-4%	4%	4%	-0.7%
O=C(NCCc1ccccc1)c1cnc2ccccn2c1=O	-21%	1%	9%	7%	15	-6%	21%	58%[activator]	3%	4%	0.3%
O=C(CSc1nnc(-c2cccnc2)s1)Nc1ccccc1	-1%	-5%	0%	3%	3	-1%	-5%	0%	2%	-3%	-0.5%
CNC(=O)C(=O)NCC1OCCCN1S(=O)(=O)c1ccc(F)cc1C (configuration not stated)	6%	17%	-18%	-6%	-3	0%	4%	3%	-1%	16%	0.3%
Cc1ccc(NC(=O)NCC(c2ccccc2)N(C)C)cc1 (configuration not stated)	5%	-7%	73%	10%	30	5%	18%	3%	3%	8%	0.2%
COC(=O)c1c(C)oc(C)c1S(=O)(=O)N1CCCCC1	0%	-9%	-2%	-4%	-2	1%	1%	1%	0%	-13%	0.4%
COc1cc(C)ccc1OCC(=O)OCC(=O)NCC1CCCCC1	2%	40%	6%	-1%	x	-4%	0%	3%	0%	7%	-0.7%
Cn1nc(C(=O)NNC(=O)COc2ccccc2)c2ccccc2c1=O	5%	4%	-28%	-7%	-4	-6%	0%	6%	4%	1%	0.1%
Cc1nc2c(C)cccn2c1/C(O)=C1\C(=O)C(=O)N(CCN(C)C)C1c1ccccc1 (configuration not stated)	2%	16%	-4%	7%	-1	-4%	1%	4%	0%	-1%	0.4%
CCOC(=O)c1ccc(-n2cncn2)nc1	3%	20%	17%	17%	0	-3%	1%	0%	0%	-7%	0.2%

# Shown with each value named: entries from further up
O=C(O)c1cccc2c1-c1ccccc1/C2=N\Nc1ccccc1
  uPA surface inh: 2%
  a7 integrin act: -21%
  BRCA1 expr act: u
  p53 reactivation: 9%
  TRPV1 agonist: 2
  TSG101-PTAP inh: -3%
  ELG1 genotox: 12%
  ASM inhibitor: -2%
  USP2a block: 1%
  Eya2 phos inh: -13%
  B2AR arrestin: -0.6%

CCCCn1c(=S)[nH]c2ccccc2c1=O
  uPA surface inh: 2%
  a7 integrin act: -21%
  BRCA1 expr act: -3%
  p53 reactivation: -5%
  TRPV1 agonist: 26
  TSG101-PTAP inh: -1%
  ELG1 genotox: -1%
  ASM inhibitor: -4%
  USP2a block: 4%
  Eya2 phos inh: 4%
  B2AR arrestin: -0.7%

# An unsorted share of the library. About 2.6% of those tested had a hit in this group.
